Screens (PubChem BioAssay)
TEAD-YAP block = TEAD-YAP interaction inhibition, primary screen, TEAD-YAP interaction inhibitor project, luminescence, HEK-TIYL cells | TEAD-Gal4/YAP UAS-luciferase luminescence | inhibition, % at 9.12 µM | 640,000 tested, 1.4% active | AID 1259422, 2018; in the data active = inhibition above about 32%;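 note: 0% = median of test compound wells and 100% = reference inhibitor wells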
GPR151 ag = activators of human GPR151, primary screen, cell-based, PathHunter beta-arrestin, luminescence; 650,000 tested, 1% active; AID 1508602, 2020; PathHunter beta-arrestin GPR151 cells; activation, % at 11.2 µM; in the data active = activation above about 4.9%;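 note: 0% = median of compound wells and 100% = cells with positive control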
MITF primary = MITF inhibitors, primary screen, biochemical, AlphaScreen, human; inhibition, % at 2.6 µM; AlphaScreen MITF homodimerization, bead proximity signal; 650,000 tested, 0.91% active; AID 1259374, 2018; in the data active = inhibition above about 50%;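 note: 0% = vehicle wells with protein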
FBW7 act = FBW7 E3 ligase activators, primary screen, biochemical, AlphaScreen, human; AlphaScreen FBW7–phospho-cyclin E peptide binding, activator screen; normalized activity (activation), % at 26.1 µM; 650,000 tested, 0.13% active; AID 1259310, 2017; in the data active = normalized activity above about 1.9%;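 note: purified mutant Fbw7 with reduced substrate affinity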
Target sequence (Q969H0 whole entry, looked up): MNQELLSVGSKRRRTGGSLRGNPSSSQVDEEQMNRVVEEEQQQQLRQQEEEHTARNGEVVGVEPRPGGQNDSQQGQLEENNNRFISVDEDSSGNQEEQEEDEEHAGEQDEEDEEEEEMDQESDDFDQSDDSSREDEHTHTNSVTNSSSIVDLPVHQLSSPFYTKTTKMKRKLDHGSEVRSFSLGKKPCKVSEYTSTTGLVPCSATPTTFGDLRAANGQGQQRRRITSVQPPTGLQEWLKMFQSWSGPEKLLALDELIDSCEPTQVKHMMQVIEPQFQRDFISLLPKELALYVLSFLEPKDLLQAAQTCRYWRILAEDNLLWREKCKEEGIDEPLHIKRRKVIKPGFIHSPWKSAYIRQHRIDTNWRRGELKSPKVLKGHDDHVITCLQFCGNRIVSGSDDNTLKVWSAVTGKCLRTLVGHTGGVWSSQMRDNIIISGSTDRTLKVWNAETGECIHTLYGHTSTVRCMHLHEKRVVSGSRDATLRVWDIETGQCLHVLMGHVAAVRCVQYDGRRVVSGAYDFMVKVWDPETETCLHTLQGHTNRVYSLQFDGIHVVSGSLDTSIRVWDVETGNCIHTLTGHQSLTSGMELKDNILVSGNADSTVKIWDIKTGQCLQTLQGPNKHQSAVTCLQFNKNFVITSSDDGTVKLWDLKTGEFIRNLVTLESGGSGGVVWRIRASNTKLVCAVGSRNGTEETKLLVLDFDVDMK
Active calls of the source: *.

Screens in order – MITF primary	GPR151 ag	FBW7 act	TEAD-YAP block
O=C(N[C@H]1C[C@H]2C(=O)N[C@@H](Cc3ccccc3)C(=O)N2C1)Oc1ccccc1
  6	-1.1	0.1	12
OC(CN1CCOCC1)Cn1c(C(F)(F)F)nc2ccccc21 (stereo unspecified)
  -1	1.1	0.0	1
O=C(COc1ccc(Br)cc1)N/N=C/c1ccc(O)c(O)c1
  -5	-0.2	-0.1	-18
COc1ccc(C2CC(=O)C3=C(C2)NC(=O)CC3c2ccccc2OC)cc1OC (stereo unspecified)
  3	1.1	-0.4	-2
Cc1c(C(=O)Nc2ccc(F)cc2)sc2ncn(CC(=O)N3CCC(C)CC3)c(=O)c12
  5	-0.9	0.0	1
O=C(CSc1cn(Cc2ccc(F)cc2)c2ccccc12)N1CCCC1
  -3	2.0	0.1	-11
S=c1nc2ccccc2c2nc(-c3ccncc3)[nH]n12
  17	-0.2	0.1	-10
O=C(N/N=C\c1cccc([N+](=O)[O-])c1)c1ccc(O)cc1
  -24	-0.6	-0.1	2
O=C(O)CC(C(=O)Nc1ccc(Cl)cc1)N1CCCCC1 (stereo unspecified)
  -7	0.6	-0.1	2
O=C1C2C3C=CC(C4CC34)C2C(=O)N1c1ccccc1[N+](=O)[O-] (stereo unspecified)
  11	-1.2	0.5	6
Cc1cnc(Cl)nc1NCc1ccccc1
  5	5.6*	0.3	-10
Cc1ccc(SC2=NS(=O)(=O)c3cc([N+](=O)[O-])ccc32)c(C)c1
  4	-1.6	0.1	10
Cc1ccc(C(=O)Nc2ccc3c(c2)OCCO3)c(C)c1
  2	-5.1	-0.1	89*
Cc1ncc(CO)c(/C=N/NC(=O)c2ccccc2Br)c1O
  17	0.4	-0.9	4
C=CCNC(=O)/C(=C\c1ccco1)NC(=O)c1ccco1
  3	-1.1	0.0	-4
Cc1ccccc1OC(C)C(=O)Nc1cccc(I)c1 (stereo unspecified)
  14	0.5	0.1	-2
COCCOC(=O)/C(C#N)=C/c1cc(Br)cc(Br)c1O
  12	2.7	0.1	1
Cc1ccc(Nc2cc(C)nc3nnnn23)cc1
  4	0.0	0.1	-2
O=C(Nc1ccc(-c2cn[nH]c2)c(C(F)(F)F)c1)C1COc2ccccc2O1 (stereo unspecified)
  61*	-0.1	0.7	-37
O=C(c1ccc(Cl)cc1)N(Cc1ccccc1F)N1C(=O)CCCC1=O
  10	-0.1	-0.1	-3
CCNS(=O)(=O)c1ccc2c(c1)n(C)c(=O)n2C
  -3	-1.5	0.1	1
Cc1cc(Cl)ccc1N(CC(=O)NCCSc1ccc(Cl)cc1)S(=O)(=O)c1ccccc1
  0	0.1	-0.3	7
N#CCCN(C(=O)CN1C(=O)c2ccccc2S1(=O)=O)c1ccccc1
  3	-2.2	0.0	-1
O=C(CN1CCC(c2ccccc2F)CC1)NC1CC1
  17	0.7	-0.1	-6
CC(C)N(CC(N)=O)C(=O)COc1ccccc1Cc1ccccc1
  7	-0.1	0.2	-1
CCN=C1SC(CC(=O)Nc2ccc(OC)cc2)C(=O)N1CC (stereo unspecified)
  -32	-0.1	0.7	-9
Cn1c(=O)c2sccc2n2c(CCCC(=O)N3CCC(N4CCCCC4)CC3)nnc12
  -2	1.0	-0.3	-1
CCCN1C(=O)/C(=C\c2nc3ccccc3c(=O)[nH]2)c2cc(Br)ccc21
  -1	-1.7	-0.1	2
C/C(=N\NC(=O)c1ccc(N2CCCC2=O)cc1)c1ccc(O)cc1O
  -1	-0.9	-0.3	-12
S=C1NC2(CCCCC2)NN1c1ccc(Cl)cc1
  9	1.2	0.1	3
O=C(Nc1cc(Cl)ccc1O)c1nn2c(c1Cl)NC(c1cccs1)CC2C(F)(F)F (stereo unspecified)
  3	0.1	-0.1	0
COC(=O)c1ccc2c(=O)n(-c3ccc(F)c(Cl)c3)c(SCC(=O)C(C)(C)C)nc2c1
  8	-1.4	0.1	7
COc1ccc(C(=O)/C=C\Nc2ccccc2Br)c(OC)c1
  8	1.5	0.1	-42
CCOC(=O)N/N=C(/C)c1cccc(-n2cnnn2)c1
  25	-1.6	0.4	-14
CCOc1ccccc1NC(=O)c1ccc(F)c(S(=O)(=O)N2CCCc3ccccc32)c1
  12	0.4	0.2	8
CCC(=O)NC(c1nnc2n1CCN(Cc1ccc(COC)o1)CC2)C(C)C (stereo unspecified)
  9	1.2	0.2	16
Cc1onc(-c2ccccc2Cl)c1C(=O)Nc1ccccc1I
  0	0.4	-0.2	8
CC1CCN(c2ccc(NC(=O)C(Cl)(Cl)Cl)cc2)CC1
  11	-0.5	-0.2	-51
O=C1c2cccc3cccc(c23)C(=O)N1CC1CCN(S(=O)(=O)c2cccc3cccnc23)CC1
  -5	0.4	0.0	-9
O=C(Nc1cccnc1Cl)c1nn2c(C(F)(F)F)cc(-c3ccc(Br)cc3)nc2c1Cl
  -11	0.9	0.0	-4
N/C(=N\O)c1ccc(Oc2ccc(Oc3ccc(/C(N)=N/O)cc3)cc2)cc1
  3	0.4	1.9	84*
CC(=O)Nc1ccc(Oc2cc(NC(C)=O)cc([N+](=O)[O-])c2)cc1
  2	-1.0	-0.1	3
CC(=O)c1ccc(N2CCN(C(C)C(=O)N3CCOCC3)CC2)cc1 (stereo unspecified)
  -12	0.6	0.3	-7
COc1ccc(N2C(=O)C3CC=CCC3C2=O)cc1OC (stereo unspecified)
  -3	0.0	-0.1	4
COc1ccccc1CNc1ncnc2c1nc1n2CCCCC1
  2	0.4	0.0	-12
COc1ccc(/C=C/C(=O)Oc2ccc(C(C)C)cc2)cc1OC
  1	1.3	0.0	7
O=C(CSc1nnc(Nc2ccccc2F)s1)N1CCCc2ccccc21
  -8	-0.7	-0.1	6
Fc1ccccc1/C=N/Nc1cccc2cccnc12
  6	-2.7	0.0	-11
Cc1cccc(N(CC(=O)Nc2ccccc2F)S(C)(=O)=O)c1
  7	0.2	0.0	6
Cn1c(=O)[nH]c(=O)c2c1nc(SCC(=O)Nc1ccccc1)n2CCCc1ccccc1
  5	0.8	-0.1	0
CN(C)CCOC(=O)C12CC3CCC(CC(C3)C1)C2
  12	2.9	-0.1	5
CCN1C(=O)C(O)(CC(=O)c2ccccc2[N+](=O)[O-])c2ccccc21 (stereo unspecified)
  3	1.5	0.1	7
Cn1c(C(=O)O)c(CNCCCN2CCc3ccccc3C2)c2ccccc21
  -6	-0.1	-0.1	11
O=C(Cn1cnc2scc(-c3ccccc3)c2c1=O)Nc1cnc2ccccc2c1
  -4	-0.8	0.0	14
CCOC(=O)Cc1nnc(NC(C)=O)s1
  -4	1.2	0.0	-1
Cn1c(Nc2ccc(-n3cc(CC(=O)NCCOc4ccccc4)c4ccccc43)nn2)nc2ccccc21
  11	0.1	1.0	-2
COC(=O)c1ccccc1NC(=O)C1CCN(c2nc(-c3ccc(OC)cc3)no2)CC1
  -1	-0.2	0.2	-5
O=C(CC(c1ccccc1)c1ccccc1)n1nnc2ccccc21
  2	-0.5	0.0	5
CCC(C)NS(=O)(=O)c1ccc(S(=O)(=O)n2cnc3cc(C)c(C)cc32)cc1 (stereo unspecified)
  4	0.0	-0.1	3
CCCCCCc1c(O)ccn(CCc2cnc[nH]2)c1=O
  6	-1.6	0.1	6

Part of the list above in order of count of non-hydrogen atoms, ascending:
Screens in order – MITF primary	GPR151 ag	FBW7 act	TEAD-YAP block
Cc1ccc(C(=O)Nc2ccc3c(c2)OCCO3)c(C)c1
  2	-5.1	-0.1	89*
COc1ccc(/C=C/C(=O)Oc2ccc(C(C)C)cc2)cc1OC
  1	1.3	0.0	7
Cn1c(C(=O)O)c(CNCCCN2CCc3ccccc3C2)c2ccccc21
  -6	-0.1	-0.1	11
COC(=O)c1ccc2c(=O)n(-c3ccc(F)c(Cl)c3)c(SCC(=O)C(C)(C)C)nc2c1
  8	-1.4	0.1	7
CCOc1ccccc1NC(=O)c1ccc(F)c(S(=O)(=O)N2CCCc3ccccc32)c1
  12	0.4	0.2	8

Going on with the list:
Screens in order – MITF primary	GPR151 ag	FBW7 act	TEAD-YAP block
Cc1oc(-c2nc3ccccc3n2C)cc1C=O
  12	-7.2	0.1	-3
COc1cccc(-c2nc(/C=N/c3nccs3)c(O)o2)c1
  12	4.6	0.0	-6
O=C(Nc1ccccc1)C(F)(F)F
  11	-1.7	0.0	7
COc1cccc(-c2nc3c(c(SC)n2)Cc2c(CO)cnc(C)c2O3)c1
  1	-0.2	0.0	7
O=C(NCCSc1ncc(-c2ccc(F)cc2)[nH]1)c1ccc(Br)o1
  -12	-0.9	0.1	-23
CC(C)C(Nc1ncnc2sc3c(c12)CCCC3)C(=O)O (stereo unspecified)
  3	0.4	0.0	3
NS(=O)(=O)c1cccc(NC(=O)COC(=O)C2CCC2)c1
  -9	4.4	-0.1	4
Cc1cc(C)c2ccc(C(=O)O)nc2c1O
  32	-2.4	-0.3	3
CC(=O)NNC(=O)COc1ccc2ccccc2c1
  16	0.1	0.7	2
CN(C)c1ccc(NC(=O)CN2CCN(c3ccc(Cl)cc3)CC2)cc1
  0	2.1	-0.4	-9
O=C(Nc1ccccc1)Nc1ccc(Br)c(Cl)c1
  4	-0.4	0.2	-26
COC(=O)C1=C(C(=O)OC)SC(=C2C(=S)C(C)(C)N(C(=O)c3ccccc3OC)c3ccc(Cl)cc32)S1
  2	1.1	-0.4	-12
CC1CC(C)CN(C(=O)CSc2nnc(COc3ccc(Cl)cc3)o2)C1 (stereo unspecified)
  -6	1.7	0.4	12
O=C(N/C(=C\c1cccs1)C(=O)N1CC2CC(C1)c1cccc(=O)n1C2)c1ccc(F)cc1 (stereo unspecified)
  16	-0.2	0.0	3
CSc1nc(S(=O)(=O)c2ccc(C)cc2)c(N2CCOCC2)s1
  1	-0.2	0.1	3
O=C(NNc1c(F)c(F)cc(F)c1F)c1cc2ccccc2oc1=O
  -6	2.4	0.1	-55
CCCCN(C)C(=O)Cc1c(C(=O)O)n(CC)c2ccccc12
  9	2.0	0.2	-9
CC(C)(c1ccccc1)c1ccc(OCC(=O)NCc2ccco2)cc1
  8	0.1	0.1	13
CCOc1ccc(/C=C2/NC(=O)N(Cc3ccccc3F)C2=O)cc1OCC
  -17	-0.6	0.0	-1
CN(Cc1ccccc1)C(=O)c1nc2ccccn2c1CNCCCOc1cccnc1
  1	0.4	-0.1	-3
O=C(Nc1ccccc1)c1nn(C23CC4CC(CC(C4)C2)C3)cc1[N+](=O)[O-]
  2	0.0	-0.4	-25
O=C(c1cccnc1)N1CCN(Cc2cccc(Cl)c2)CC1
  65*	2.1	0.0	-3
COc1ccc(CCNC(=O)c2c(O)c3c([nH]c2=O)CCCC3)cc1OC
  3	-1.1	-0.1	-11
CCOc1ccccc1C(=O)Nc1c2c(nn1-c1ccc(F)cc1)CS(=O)(=O)C2
  12	-1.2	0.0	2
Cc1cc2c(c(=O)n1Cc1ccccc1)C(C(C)C)C(C#N)=C(N)O2 (stereo unspecified)
  2	0.0	0.1	12
Cc1cc(C)cc(NC(=O)c2cnc3n(c2=O)CCS3)c1
  0	-0.6	-0.1	-5
C=CCNC(=O)CSc1nnc(-c2ccoc2C)n1C(C)c1ccccc1 (stereo unspecified)
  3	0.8	0.0	2
CCOC(=O)c1cc2oc(C=O)cc2[nH]1
  1	1.4	-0.2	-12
NNC(=O)Cn1nc2n(c1=O)-c1ccccc1SC2
  -21	0.8	0.1	3
Cc1ccc(-c2[nH]ncc2CN2CCN(c3ncccn3)CC2)cc1C
  6	-0.2	0.1	17
COc1ccc(-n2c(SCC(=O)O)nc3sc4c(c3c2=O)CCC4)cc1
  -2	-0.3	-0.2	-1
Cc1ccc(-n2cnc3cc(C(=O)NCc4ccco4)ccc32)cc1Cl
  13	2.7	0.5	-7
CCCCNC(=O)CN(c1ccc(Cl)cc1)S(=O)(=O)c1ccc(OC)c(OC)c1
  -18	-0.2	0.0	6
CCN(CC)CCNc1nc(C)nc2c1sc1nc3c(cc12)COC(C)(C)C3
  -1	0.4	-0.1	2
